MC4R antag cAMP: blocks human MC4R cAMP signaling. P32245. MC4R-expressing cells, MTII-stimulated cAMP, LANCE TR-FRET. inhibition, % at 6.5 µM. actives 0.48% (n = 360,000);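 active = inhibition above its plate's cutoff, the mean of tested wells on that plate plus 3 SD, cut at about 29% in these data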;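 note: 0% = Melanotan II alone and 100% = Melanotan II plus saturating MCL0020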
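Material: U2OS-MC4R stable cell line | Reagent: Melanotan II challenge after compound preincubation | Doses: One concentration, 6.5 µM nominal | Incubation: 30-min compound preincubation, 1-h Melanotan II challenge, 1-h detection, room temperature | Signal: TR-FRET cAMP assay | Replicates: One well per compound, no replicates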
NOD2 RIPK2 PPI: NOD2-RIPK2 protein interaction inhibition; O43353; CHO BLA complementation NOD2-RIPK2, CCF4 ratio; inhibition, % at 4.98 µM; actives 0.38% (n = 360,000); AID 624267; in the data active = inhibition above about 21%;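 note: 0% = vehicle only and 100% = reference blocker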
MC4R barr agon: agonists of human melanocortin 4 receptor (MC4R) beta-arrestin; U2OS MC4R beta-arrestin complementation, luminescence; percent of melanotan II response, DMSO zero; actives 0.98% (n = 360,000); activation, % at 8.9 µM;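 active = activation above a per-plate cutoff, the mean activation of sample wells on that plate plus 3 SD, cut at about 8% in these data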
Vif imaging: blocks HIV Vif function. HEK293T cells, Vif self-association by quenched fluorescence, imaging, 24 h. inhibition, % at 7.49 µM. actives 0.35% (n = 340,000); in the data active = inhibition above about 50%, passing the limit was not always enough; note: some results filed as inactive read as strong as hits
N-glyco inh: N-linked glycosylation inhibition. D54 ERlucT glycosylation luciferase reporter, 24 h; percent of 100 nM tunicamycin response. reporter increase, % at 12.5 µM. actives 0.23% (n = 360,000). AID 588692;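 active = mean luciferase reporter signal, scaled so untreated is 0 and the glycosylation-blocking control 100, at or above a set limit in every replicate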;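 note: luciferase carries N-glycosylation sites so blocking glycosylation raises the light; 0% = median of neutral control wells and 100% = median of 100 nM tunicamycin wells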
Granule exo inh: lytic granule exocytosis inhibition; TALL-104 LAMP-1 surface exposure, flow cytometry; cells stimulated with thapsigargin and PMA; inhibition, % at 10 µM; actives 0.66% (n = 360,000); AID 651702;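 active = inhibition above about 55%, limit read from the data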
ABHD5 PLIN5 PPI: inhibitors of human ABHD5-perilipin-5 interaction | Split G. princeps luciferase complementation, luminescence, 4 h | inhibition, % at 4 µM | actives 0.78% (n = 360,000) | AID 602281;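 active = inhibition above the mean inhibition across every tested compound plus 3 SD, cut at about 22% in these data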;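 note: 0% = DMSO only wells and the 100% control is not disclosed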
TLR9-MyD88 inh: blocks human TLR9 binding to MyD88; Q9NR96+Q99836; CHO BLA complementation TLR9-MyD88, CCF4 FRET ratio; inhibition, % at 4.98 µM; actives 0.21% (n = 340,000);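 active = inhibition above the mean over all tested compounds plus 3 SD, cut at about 21% in these data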;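 note: 0% = DMSO only wells and 100% = clavulanate BLA inhibitor control wells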
aDG glyco act: increases alpha dystroglycan glycosylation; Pro5-aDG cells, alpha-DG glycosylation AlphaScreen (IIH6); 0% Pro5, 100% B10-LARGE cell signal; activation, % at 10 µM; actives 0.22% (n = 360,000);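 active = activation of at least 8% versus controls, or a plate z-score of at least 8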;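 note: Pro5 are CHO cells carrying HIG-tagged alpha-DG that lacks glycosylation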
ABCB6 inh MLPCN: blocks the human ABCB6 transporter | fluorescence ratio to DMSO, % at 10 µM | K562-ABCB6 porphyrin accumulation, flow cytometry, 1 h; hits give low values | actives 0.19% (n = 360,000);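 active = fluorescence ratio to DMSO below 75%, the collection mean minus 3 SD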;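 note: signal is porphyrin accumulated inside mitochondria; 100% equals median channel fluorescence of DMSO control wells; lower ratio means ABCB6 inhibition with less porphyrin fluorescence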
Target sequence (Q9NP58 whole entry, looked up): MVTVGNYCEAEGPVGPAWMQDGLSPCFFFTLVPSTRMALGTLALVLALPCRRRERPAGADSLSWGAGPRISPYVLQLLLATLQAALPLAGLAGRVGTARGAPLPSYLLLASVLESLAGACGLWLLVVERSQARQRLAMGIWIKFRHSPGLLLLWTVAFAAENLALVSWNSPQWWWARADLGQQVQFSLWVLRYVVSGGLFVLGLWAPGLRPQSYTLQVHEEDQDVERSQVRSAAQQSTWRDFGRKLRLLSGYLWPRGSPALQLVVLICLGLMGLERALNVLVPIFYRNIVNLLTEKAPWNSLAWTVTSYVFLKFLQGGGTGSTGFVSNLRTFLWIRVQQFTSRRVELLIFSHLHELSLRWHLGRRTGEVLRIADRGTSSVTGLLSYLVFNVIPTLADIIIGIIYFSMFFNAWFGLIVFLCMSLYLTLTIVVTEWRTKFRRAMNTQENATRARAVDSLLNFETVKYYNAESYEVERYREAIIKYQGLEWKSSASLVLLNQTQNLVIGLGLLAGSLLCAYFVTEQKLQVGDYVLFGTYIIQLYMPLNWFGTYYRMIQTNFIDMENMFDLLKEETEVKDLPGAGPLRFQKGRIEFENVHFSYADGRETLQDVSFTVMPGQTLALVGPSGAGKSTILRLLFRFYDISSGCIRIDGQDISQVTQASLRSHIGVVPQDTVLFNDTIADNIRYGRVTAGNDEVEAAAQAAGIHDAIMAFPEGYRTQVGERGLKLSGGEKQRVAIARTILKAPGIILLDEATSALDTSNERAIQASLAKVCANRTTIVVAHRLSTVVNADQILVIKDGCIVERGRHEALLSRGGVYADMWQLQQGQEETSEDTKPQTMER
* marks the source's active call; other numbers are inactive results; · = not tested or not shown. This is a subset; rates above refer to the full screens.

SMILES	MC4R antag cAMP	NOD2 RIPK2 PPI	MC4R barr agon	Vif imaging	N-glyco inh	Granule exo inh	ABHD5 PLIN5 PPI	TLR9-MyD88 inh	aDG glyco act	ABCB6 inh MLPCN
CC1CC(=O)Nc2ccccc2N1C(=O)Nc1ccc(F)cc1F (configuration not stated)	15.7	0.4	-0.2	-3.7	-0.5	-2.8	-2.5	-1.5	0.0	99.0
Cc1ccc(N(Cc2ccccc2F)S(C)(=O)=O)cc1C	7.4	-12.7	0.2	·	-3.1	1.5	-4.5	-9.7	0.0	100.0
COc1ccc(NC(=S)N2N=CCC2c2ccccc2)cc1 (configuration not stated)	4.5	4.8	0.1	-4.2	-9.0	2.1	-1.7	-4.1	-0.1	93.0
Cc1ccc(S(=O)(=O)NC2CCCCC2)cc1	10.3	-7.1	-0.7	10.5	-2.3	4.0	-0.7	-2.0	-0.1	102.0
S=c1[nH]nc(Nc2cccc3ccccc23)s1	3.5	-4.8	-2.0	0.2	3.3	-1.2	-17.5	·	0.1	94.0
O=C(COC(=O)CCc1nc2ccccc2c(=O)[nH]1)Nc1ccc2c(c1)OCO2	8.1	5.7	-0.1	3.5	2.1	-9.1	-2.0	0.4	0.0	98.0
CCn1c(NC(=O)/C=C/c2ccc(F)cc2)nc2ccccc21	1.4	-10.0	-4.1	-19.3	10.8	18.1	3.8	-1.9	0.0	101.0
CCC1(c2ccccc2)NC(=O)N(CC(=O)Nc2ccc(OC)nc2)C1=O (configuration not stated)	17.8	10.2	-0.7	-8.3	1.3	-5.6	-3.4	-1.6	-0.4	105.0
C[C@@H]1CCCCO[C@@H](CN(C)Cc2ccc(Cl)c(Cl)c2)[C@@H](C)CN([C@H](C)CO)C(=O)c2cc(NC(=O)Nc3ccccc3)ccc2O1	·	-2.4	·	3.2	-3.2	6.3	11.7	·	-0.5	103.0
CCC1CCCCN1C(=O)CCNS(=O)(=O)c1ccc2c(c1)oc(=O)n2C (configuration not stated)	-2.4	-7.9	0.8	-1.1	2.6	-2.8	3.9	-17.5	-0.1	99.0
CC(=O)c1ccc(NC(=O)CCCN2C(=O)C(c3ccccc3)Oc3cccnc32)cc1 (configuration not stated)	8.3	-1.1	-0.2	3.0	-3.4	6.6	-5.0	-8.2	0.4	100.0
COc1cc(NCCCCCCN)c2ncccc2c1OC	-9.3	-2.9	0.4	4.6	8.7	-6.5	-18.1	-9.1	7.1	111.0
Cc1ccc(S(=O)(=O)Nc2cccc3ncccc23)s1	5.1	55.2*	-4.3	27.1	-15.5	-0.1	-0.6	43.5*	-0.4	93.0
Cc1ccnc(NC(=O)CCC(=O)N(CC(=O)NC2CCCCC2)Cc2cccs2)c1	6.5	-7.9	-1.6	-4.0	7.8	-5.4	-3.4	-1.0	0.1	101.0
O=C(Nc1ccc(N2CCCCCC2)cc1)c1ccc[nH]1	-5.5	-10.2	3.0	-0.2	-8.4	-3.1	4.5	9.6	-0.4	99.0
COc1ccc(C(=O)N2CCN(C(=O)c3ccco3)CC2)cc1OC	8.6	-4.2	-0.2	1.6	0.1	1.1	2.1	5.3	0.1	97.0
CCCCn1nc2cc(C(=O)N[C@H](C)C3CCCCC3)ccc2c1OCC	2.9	-4.0	-0.8	-1.7	3.9	17.6	16.1	-4.4	-0.7	98.0
O=C(NCc1ccc(Cl)cc1)c1ccc(COCC(F)(F)F)o1	4.4	5.6	-2.9	-1.6	-0.7	4.7	0.9	-2.6	0.2	90.0
CCOC(=O)c1c(/N=C/C2=C(O)CCCC2=O)sc2c1CCCC2	6.1	0.8	-1.4	-3.5	0.9	0.0	-1.0	·	-0.1	97.0
Cc1ccc(CCN2CC(C(=O)NCCC(C)C)CC2=O)cc1 (configuration not stated)	23.3	-0.7	-0.1	0.9	-0.4	-10.0	-6.0	-5.8	0.1	105.0
COc1ccc(S(=O)(=O)Nc2cc(Sc3ncn[nH]3)c(O)cc2C)cc1	-1.8	-1.8	-1.6	8.0	1.8	-2.9	5.8	·	-0.1	97.0
CN(CC(=O)NCCc1ccc(Cl)cc1)S(=O)(=O)c1cccs1	-3.6	-6.9	-0.2	33.1	-3.6	-7.4	-2.5	-5.9	0.1	96.0
CC(=O)Oc1ccc(N(C(C)=O)S(=O)(=O)c2ccc3ccccc3c2)cc1Br	9.4	-7.7	-2.3	-5.3	0.2	-3.5	6.5	4.2	0.3	96.0
CC(C)n1c(=O)c2ccccc2n1Cc1cn(-c2ccccc2)nn1	·	-0.4	·	-3.2	-1.6	-1.2	-2.3	·	-0.3	100.0

Reprinted from the results shown for reference:
SMILES	MC4R antag cAMP	NOD2 RIPK2 PPI	MC4R barr agon	Vif imaging	N-glyco inh	Granule exo inh	ABHD5 PLIN5 PPI	TLR9-MyD88 inh	aDG glyco act	ABCB6 inh MLPCN
Cc1ccc(S(=O)(=O)Nc2cccc3ncccc23)s1	5.1	55.2*	-4.3	27.1	-15.5	-0.1	-0.6	43.5*	-0.4	93.0
Cc1ccnc(NC(=O)CCC(=O)N(CC(=O)NC2CCCCC2)Cc2cccs2)c1	6.5	-7.9	-1.6	-4.0	7.8	-5.4	-3.4	-1.0	0.1	101.0

(listing goes on)
SMILES	MC4R antag cAMP	NOD2 RIPK2 PPI	MC4R barr agon	Vif imaging	N-glyco inh	Granule exo inh	ABHD5 PLIN5 PPI	TLR9-MyD88 inh	aDG glyco act	ABCB6 inh MLPCN
CCCn1c(=N)n(CC(=O)c2ccc(Cl)c(Cl)c2)c2ccccc21	-8.9	1.1	-0.8	-6.3	-5.2	1.0	-3.9	0.4	9.7*	95.0
CCCC(=O)C1=C(c2ccccc2)C(C#N)(C#N)C(C#N)=C1N	-4.9	-0.2	-1.7	16.0	3.7	-2.2	-2.0	10.7	-0.4	103.0
O=S(=O)(c1ccccc1)N1CCCN(S(=O)(=O)c2ccccc2)CC1	2.2	-5.7	-1.1	-10.7	-0.5	-1.9	5.8	-8.9	0.1	98.0
Cc1ccc(C(=O)Nc2ccc(S(=O)(=O)N3CCOCC3)cc2)cc1Br	13.4	-9.8	-1.1	-1.6	-5.5	-2.0	0.7	·	0.3	94.0
COc1cccc(CC(=O)NC2CCCN(Cc3ccc(Cl)cc3)C2)c1 (configuration not stated)	3.6	-0.4	-1.7	-11.9	-1.7	40.0	5.3	-4.0	0.5	102.0
COc1ccc(OC)c(N=C(C)C2=C(O)COC2=O)c1	-2.1	-0.8	-0.7	4.1	0.6	1.2	4.3	3.1	0.1	93.0
Cc1ccc(NC(=O)CN(C)C(=O)c2ccccc2Cc2ccccc2)cc1	11.1	-5.0	-1.5	-3.4	-0.1	0.4	6.6	11.4	0.1	97.0
CC(C)(C)C(=O)Nc1cccc2[nH]ncc12	0.2	-0.8	0.8	19.7	1.2	-5.1	-2.0	6.7	0.0	95.0
CCCCSc1nnc2[nH]c(=O)cc(N)n12	12.2	-1.3	-3.6	·	1.5	0.5	6.6	-6.3	0.1	95.0
CCn1c(NC2CCCCC2)nc2ccccc21	6.2	-0.7	-1.1	1.1	2.8	1.2	2.5	3.4	0.3	104.0
CCOC(=O)c1cc(CC)sc1/N=C/c1c(O)ccc2ccccc12	-0.6	7.3	-1.8	-8.5	0.6	1.7	1.6	-6.5	0.2	110.0
CCn1cc(C(=O)N[C@H](C(=O)NC(C)(C)CO)C(C)C)c(=O)c2cc3c(cc21)OCO3	9.7	-4.0	-1.4	-2.5	3.5	-6.5	6.4	8.2	-0.1	102.0
CSc1ccc(/C=C(/NC(=O)c2ccco2)C(=O)N2CCCCCC2)cc1	10.0	-3.5	-1.5	-9.2	-0.2	-1.7	3.5	2.7	-0.1	96.0
O=C(Nc1ccc2c(c1)OCO2)C1CCCCC1	7.3	-4.8	-1.5	4.8	3.2	-3.5	-13.3	-14.3	0.0	97.0
COc1ccc(NC(=O)CSc2nc3ccncc3[nH]2)c(OC)c1	14.1	-7.4	0.3	0.8	4.0	-1.1	-4.6	-129.7	-0.3	100.0
COc1ccc(C(=O)Nc2c(N)nc(SCC(=O)N3CCCCCC3)[nH]c2=O)cc1OC	6.6	5.9	-1.4	·	-0.5	1.5	4.2	-3.2	-0.4	96.0
NS(=O)(=O)c1ccc(CCNC(=O)CSc2nc3ccsc3c(=O)n2Cc2ccccn2)cc1	3.3	3.7	-0.7	9.3	-0.3	-3.6	-3.6	7.2	-0.2	82.0
O=C(c1ccccc1Oc1ccc([N+](=O)[O-])cc1)N1CCOCC1	-2.9	-4.4	-2.5	·	-1.2	-1.8	8.8	-15.4	-0.5	93.0
Cc1ccc(-n2cc[nH]c2=S)cc1C	0.0	2.6	0.7	-1.9	1.4	-1.8	2.7	-6.4	-0.3	93.0
O=[N+]([O-])c1ccc(C(O)CSC(=S)N2CCCCC2)cc1 (configuration not stated)	-6.8	-9.2	-0.5	5.1	-2.0	-10.2	-1.1	-6.7	-0.1	101.0
O=C(CCn1nnc(-c2cccs2)n1)NCc1ccccc1Cl	-5.4	-12.6	2.0	-3.8	1.0	8.7	8.4	-3.3	0.6	98.0
CN(C)CCCN(C(=O)c1ccc(S(=O)(=O)N(C)Cc2ccccc2)cc1)c1nc2cc3c(cc2s1)OCO3	0.7	13.6	0.6	·	·	34.0	23.9*	3.8	2.1	92.0
COc1ccc(CN2CCN(C(=O)CC(C)C)CC2)cc1Br	4.3	-3.2	-1.5	-2.3	1.2	12.1	1.7	-9.0	0.1	105.0
COc1ccc(C(=O)NC2(C(F)(F)F)N=C3SCCN3C2=O)cc1 (configuration not stated)	2.0	-5.5	-2.6	16.7	1.7	-0.7	-5.8	-4.5	-0.1	98.0
CC(C)c1ccc(N(CC(=O)Nc2ccc(S(=O)(=O)N3CCOCC3)cc2)S(C)(=O)=O)cc1	17.6	0.9	-0.6	-2.9	-0.9	-0.1	-1.1	-0.8	-0.3	98.0
CC(=O)c1ccc(OCC(=O)N2CCCC(Nc3ccc(C)c(C)c3)C2)cc1 (configuration not stated)	-0.4	14.7	-3.3	-4.7	2.2	1.4	-5.1	-11.7	0.1	98.0
C=CCOC(=O)Nc1snnc1C	-2.8	-3.6	-2.2	28.0	3.5	0.2	1.2	-1.9	-0.3	94.0
CSCCC1NC(=O)N(CC(=O)Nc2ccc3c(c2)OCCO3)C1=O (configuration not stated)	-1.1	-14.0	-1.1	-10.8	-0.4	-2.8	8.5	-3.6	0.9	97.0
CCOC(=O)c1c(C)nc2cc(C)ccn12	-8.6	-16.6	3.5	·	0.3	-1.2	10.2	7.0	-0.2	95.0
O=C(c1ccc(N2CCCC2)c([N+](=O)[O-])c1)N1CCN(c2ccccn2)CC1	2.5	-3.1	-2.0	7.4	0.7	26.3	3.0	-6.1	-0.4	97.0
O=C(Nc1nc(=O)n(C(=O)c2cccc(C(F)(F)F)c2)s1)c1ccccc1	9.6	3.0	-0.6	-0.9	1.4	-0.4	-0.3	-6.7	0.1	102.0
Cc1nnc(Sc2cc(C(=O)NCc3ccco3)c3ccccc3n2)s1	-3.1	-11.9	-1.4	3.9	-2.7	1.0	6.4	2.5	-0.1	103.0
COc1ccc(N2CCN(C(=O)CCCCn3c(=O)[nH]c4ccsc4c3=O)CC2)cc1	17.3	4.1	-0.1	4.1	-0.2	0.5	-0.2	1.3	0.0	100.0
CC(C)(C)c1ccccc1OCC(=O)Nc1ncn[nH]1	2.5	-8.2	-1.1	-12.6	0.2	0.7	-8.6	-2.1	0.1	95.0
O=C(Nc1cccnc1)c1ccccc1-c1ccccc1	18.4	-4.1	0.9	-0.7	1.9	1.2	4.0	-6.5	0.6	136.0

Compound activity from PubChem.
